# GAA glycogen = qHTS Assay for Inhibitors and Activators of Human alpha-Glucosidase Cleavage of Glycogen. recombinant GAA, glycogen substrate, Amplex Red glucose oxidase fluorescence. actives 0.38% (n = 300,000). Lysosomal alpha-glucosidase (Homo sapiens), P10253. AID 2100, 2009. Potency, µM (highest dose often 76.4 µM), for inactives: at the top dose activity change, negative = inhibition, most hits filed as inhibitors; active means well fitted inhibition curve with a large enough effect; inconclusive means small, poorly fitted or top-dose-only effect, or another doubt; inactive means no such curve, though single readings can be large or run the other way;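 further: 0% = full enzyme reaction and -100% = no-enzyme basal signal; the screen sought inhibitors and activators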
#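 Recombinant human enzyme (4 nM); glycogen substrate; 37 C, 40 min, pH 5.0. Readout: coupled glucose oxidase/Amplex Red fluorescence.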
# * = called active by the depositor; ? = inconclusive; & = joins results of further samples; [ ] = dose if it differs, or a comment. Potency means the concentration at half of the fitted maximal effect. Only part of the results is shown; rates above refer to the full screens.
SMILES,GAA glycogen
CCCCN(C)C(=O)Cn1cnc2sc(C)c(S(=O)(=O)N3CCC(C)CC3)c2c1=O,-9.5%[76.3 µM]
O=C(Nc1cccc(Cl)c1)NC1CCS(=O)(=O)C1 (stereo not drawn),-9.9%
COc1ccccc1OC(=O)c1cc2ccccc2oc1=O,13.7%[76.3 µM]
CC(=O)c1ccc(NC(=O)COc2ccccc2-c2nc(-c3ccc(C)cc3)no2)cc1,?
CCOc1ccccc1N1CC(c2nc3ccccc3n2CCCOc2ccc(OC)cc2)CC1=O (stereo not drawn),-3.0%[76.3 µM]
Cc1ccc2c(c1)N(C(=O)Nc1cccc3c1CCCC3)CC(C)O2 (stereo not drawn),-4.1%[76.3 µM]
CCNC(=S)NNC(=O)CCc1nc2cc(Cl)ccc2n(Cc2ccccc2)c1=O,-1.1%
Cc1ccc(S(=O)(=O)N/N=C\c2ccc3c(c2)OCO3)cc1C,-3.6%[76.3 µM]
Cc1cccc(N2CC(C(=O)Nc3ccc(S(=O)(=O)Nc4nccs4)cc3)CC2=O)c1C (stereo not drawn),3.2%
O=C(NCCCn1ccnc1)/C(=C\c1ccc(Br)cc1)NC(=O)c1ccccc1,-4.4%[76.3 µM]
CCOc1ccc(NC(=O)Cn2nnc(C(=O)NCc3cccs3)c2N)cc1,-6.6%&20.2%[76.3 µM]
COc1ccccc1Nc1nc2ccc(Cl)cc2nc1-n1nc(C)cc1C,-12.2%[76.3 µM]
Cc1cc(NC(=O)COC(=O)C(C)Oc2ccc(Cl)cc2Cl)no1 (stereo not drawn),5.8%[76.3 µM]
Cc1ccc(NC2CCCN(C(=O)CCN3CCOCC3)C2)cc1C (stereo not drawn),-1.1%[76.3 µM]
CCOC(=O)C1CCN(C(=O)C2CCN(C3=NS(=O)(=O)C(c4ccc(C)c(C)c4)=C3C)CC2)CC1,13.9%[76.3 µM]
N#C/C(=C/c1ccc(Cl)cc1)c1nc(-c2ccc(Br)cc2)cs1,6.0%[76.3 µM]
O=C(CCCC(=O)N(CC(=O)NC1CCCC1)c1cccc(F)c1)Nc1ccccn1,-17.2%
Cc1ccc(Cn2c(=O)n(Cc3ccco3)c(=O)c3oc4ccccc4c32)cc1,-3.6%[76.3 µM]
CCn1c(=O)c(C(=O)NNC(=O)c2ccccc2Br)c(O)c2ccccc21,7.7%
Cc1cccc(NC(=O)NCCN2CCN(c3ccccc3)CC2)c1C,3.3%

# An excerpt of these results, as labelled records.
> O=C(NCCCn1ccnc1)/C(=C\c1ccc(Br)cc1)NC(=O)c1ccccc1
- GAA glycogen: -4.4%[76.3 µM]
> CCOc1ccc(NC(=O)Cn2nnc(C(=O)NCc3cccs3)c2N)cc1
- GAA glycogen: -6.6%&20.2%[76.3 µM]

# New compounds follow.
SMILES,GAA glycogen
Cn1cc(-c2ccccc2C(=O)O)c(=O)c2cc(Cl)ccc21,0.6%
Cc1ccc(S(=O)(=O)c2nnn3c2nc(N2CCCC2)c2sccc23)cc1,15.9%[76.3 µM]
CCCNC(=O)c1cc2n(n1)CCCN(Cc1ccc(F)cc1)C2=O,10.5%[76.3 µM]
COc1ccc(CCNC(=O)Cn2cc(S(=O)(=O)Cc3ccccc3F)c3ccccc32)cc1OC,11.5%[76.3 µM]
CCN1CCN(C(=O)C2CCN(S(=O)(=O)N3CCC4(CC3)OCCO4)CC2)CC1,3.3%[76.3 µM]
Cc1ccc(C)c(S(=O)(=O)c2nnn3c2nc(NC(C)C)c2sccc23)c1,-11.4%[76.3 µM]
NC(=O)NCC(c1ccccc1)C1CCCCC1 (stereo not drawn),-6.7%[76.3 µM]
CC(C)c1ccc(N2C(=O)C(Cl)=C(N3CCOCC3)C2=O)cc1,0.3%[76.3 µM]
CN(Cc1ccccc1)Cc1c(O)ccc2c(=O)c(-c3ccccc3)c(C(F)(F)F)oc12,-6.2%[76.3 µM]
COc1ccc(CCNC(=O)C(=O)c2c(C)[nH]c3ccccc23)cc1,-12.6%[76.3 µM]
CC1CCCN(Cc2c(C(=O)N3CCc4ccccc4C3)nc3ccc(Cl)cn23)C1 (stereo not drawn),-14.6%[76.3 µM]
Cc1c(NC(=S)NC(=O)c2ccccc2Br)c(=O)n(-c2ccccc2)n1C,1.9%
CCCc1n[nH]c(=O)c2c1nnn2Cc1ccccc1,-5.5%
Cc1ccc(CNS(=O)(=O)c2c(C)nc3scc(C)n3c2=O)cc1,0.8%&-0.3%[76.3 µM]
O=C(CN1CCCC1)N/N=C/c1c(O)ccc2ccccc12,5.4%[76.3 µM]
Cc1cccc(N(CC(O)Cn2c3ccccc3c3ccccc32)S(=O)(=O)c2ccc(F)cc2)c1 (stereo not drawn),4.4%[76.3 µM]
O=C(NCc1ccccc1Br)C1CCCO1 (stereo not drawn),-0.4%[76.3 µM]
COc1nnc(-c2ccc(C)c(S(=O)(=O)NC(C)(C)CO)c2)c2ccccc12,3.2%[76.3 µM]
CCCOc1ccc(C2c3c(oc4ccccc4c3=O)C(=O)N2c2nnc(C(C)C)s2)cc1 (stereo not drawn),5.6%[76.3 µM]
COc1ccccc1NC(=O)CSc1nncn1N,4.2%[76.3 µM]
O=C(CN1CCc2ccccc2C1)Nc1ccc(OC(F)(F)F)cc1,-0.8%
CCn1cnc2cc(NCc3ccccc3Cl)ccc21,0.7%
COc1ccc(CNCc2ccc([N+](=O)[O-])cc2)cc1OC,7.3%[76.3 µM]
COc1cccc(/C=N/Nc2ccccc2C(=O)O)c1O,?
CCS(=O)(=O)N1Cc2ccccc2CC1C(=O)N(C)Cc1ccc(OC)c(F)c1 (stereo not drawn),-0.7%[76.3 µM]
CCCNC(=O)c1ccc(N2CCC3(CC2)CC(c2ccccc2)=NO3)c(NC(=O)c2ccccc2)c1,11.8%[76.3 µM]
Cc1ccc(S(=O)(=O)c2nnn3c2nc(NC(C)C)c2sccc23)cc1,8.7%[76.3 µM]
Cn1c(-n2cccc2)c(-c2c(-c3ccccc3)[nH]c3c2c(=O)[nH]c(=O)n3C)c(=O)[nH]c1=O,-2.3%[76.3 µM]
O=C(N/N=C/c1c[nH]c2ccccc12)c1cccc(O)c1,-2.4%
CCOC(=O)c1cccc(NC(=O)c2ccc3c(c2)OCO3)c1,-3.4%[76.3 µM]
COc1ccc(-c2csc(NC3CCCCC3)n2)c(OC)c1,0.0%
CCOc1ccc(C(=O)Nc2ccc(CN3CCOCC3)cc2)cc1Br,-3.5%[76.3 µM]
Cc1cccc2c1cnn2C(=O)CCC(=O)N1CCC(C)CC1,-12.0%[76.3 µM]
Cc1ccc(-n2nc3ccc(N)cc3n2)cc1Cl,1.0%
COc1ccc(Cl)cc1NC(=O)CSc1nnc(C2CC2)n1C,4.9%
O=C(COc1ccc2ccccc2c1)Nc1ccc(Br)cc1C(=O)O,-0.3%[76.3 µM]
CCCCc1ccc(NS(=O)(=O)c2c(C)n(C)c(=O)n(C)c2=O)cc1,-12.5%[76.3 µM]
Cc1ccc(CNC(=O)c2cc3sccc3n2Cc2ccc(F)cc2)cc1,9.6%[76.3 µM]
COc1ccc(CNc2cc(C)ccn2)cc1,5.1%
O=C1CC(Cc2ccc(Br)cc2)C(=O)N1c1ccccc1 (stereo not drawn),0.0%[76.3 µM]

# Of the compounds above, 8 have fluorine:
SMILES,GAA glycogen
O=C(CCCC(=O)N(CC(=O)NC1CCCC1)c1cccc(F)c1)Nc1ccccn1,-17.2%
CCCNC(=O)c1cc2n(n1)CCCN(Cc1ccc(F)cc1)C2=O,10.5%[76.3 µM]
COc1ccc(CCNC(=O)Cn2cc(S(=O)(=O)Cc3ccccc3F)c3ccccc32)cc1OC,11.5%[76.3 µM]
CN(Cc1ccccc1)Cc1c(O)ccc2c(=O)c(-c3ccccc3)c(C(F)(F)F)oc12,-6.2%[76.3 µM]
Cc1cccc(N(CC(O)Cn2c3ccccc3c3ccccc32)S(=O)(=O)c2ccc(F)cc2)c1 (stereo not drawn),4.4%[76.3 µM]
O=C(CN1CCc2ccccc2C1)Nc1ccc(OC(F)(F)F)cc1,-0.8%
CCS(=O)(=O)N1Cc2ccccc2CC1C(=O)N(C)Cc1ccc(OC)c(F)c1 (stereo not drawn),-0.7%[76.3 µM]
Cc1ccc(CNC(=O)c2cc3sccc3n2Cc2ccc(F)cc2)cc1,9.6%[76.3 µM]

# Next section.
SMILES,GAA glycogen
Oc1ccc(Br)cc1CNc1cccc2cccnc12,-21.6%[76.3 µM]
COc1ccc(CCNC(=O)CC(c2ccccc2)c2cc(C)ccc2O)cc1OC (stereo not drawn),?
CCCN(CCC)CCCNC(=O)c1sc2nc3n(c(=O)c2c1C)CCC3,16.7%[76.3 µM]
Oc1ccccc1C1NN=C(c2ccccc2)S1 (stereo not drawn),0.6%[76.3 µM]
Cc1ccccc1CNC(=O)c1ccc(Cn2c(SCc3cccc(F)c3)nc3cccnc32)cc1,-11.1%[76.3 µM]
COC(=O)c1ccccc1NC(=O)Cn1c(=O)n(CCCCC(=O)NCc2ccc3c(c2)OCO3)c(=O)c2ccccc21,11.1%[76.3 µM]
COc1ccc(CC(=O)NCC2CCCN(Cc3ccccc3Cl)C2)cc1 (stereo not drawn),-9.8%[76.3 µM]
COc1ccc(CCNC(=O)C2CCN(S(=O)(=O)c3ccc(C)cc3)CC2)cc1,-8.1%[76.3 µM]
CC(NC(=O)c1ccco1)C(=O)N1CCN(c2ccccc2)CC1 (stereo not drawn),3.1%[76.3 µM]
COCCN(C(=O)CCC(=O)Nc1ccccn1)C(C(=O)NC(C)C)c1ccc(Cl)cc1 (stereo not drawn),-9.6%
CCOc1ccc(CN(CC)C(=O)Cc2c[nH]c3ccccc23)cc1OC,-3.4%[76.3 µM]
CCC(=O)N1CCc2cc(S(=O)(=O)CCC(=O)Nc3cc(Cl)ccc3OC)ccc21,-3.3%[76.3 µM]
CCN1C(=NCc2cc(OC)c(OC)c(OC)c2)N[C@@H](c2cccc(C(F)(F)F)c2)C(C(=O)OC)=C1C,8.9%[76.3 µM]
O=C(NCCc1ccccc1)C1=CCN(S(=O)(=O)c2ccccc2)CC1,-24.0%[76.3 µM]
N=C1/C(=C\c2ccc(Br)o2)C(=O)N=C2SC(CC(=O)N3CCOCC3)=NN12,-7.1%[76.3 µM]
CCOc1ccc(NS(=O)(=O)c2ccc(C(=O)N(CC)CC(=O)NCc3cccs3)cc2)cc1,-2.4%[76.3 µM]
CCC(CC)COC(=O)C1=C(C)NC(=O)NC1c1cc(OC)ccc1OC (stereo not drawn),11.1%[76.3 µM]
CSc1ccc(S(=O)(=O)N2CCC(C(=O)Nc3cccnc3)CC2)cc1,-2.5%
O=C(NC1CCCc2ccccc21)c1ccc(F)cc1F (stereo not drawn),9.4%
COc1ccc(OCCn2cc(C(=O)c3ccco3)c3ccccc32)cc1,1.7%[76.3 µM]
CCN(CC)c1ccc(/C=N/NC(=O)CNC(=O)c2cccnc2)cc1,-1.1%
O=C(NCC1CCCO1)c1ccc(NC(=O)c2cc(F)c(F)cc2Cl)cc1 (stereo not drawn),-3.0%[76.3 µM]
COc1ccc(/C=C(/NC(=O)c2ccccc2)C(=O)NCc2ccco2)cc1,2.6%
COc1ccc(C(=O)Nc2nonc2-c2ccc(OC)c(OC)c2)cc1Cl,-1.7%[76.3 µM]
O=C(Nc1ccc(F)c(Cl)c1)C1CCN(C(=O)c2ccc(F)cc2)CC1,16.1%[76.3 µM]
CCCOc1ccc(-c2nn(-c3ccccc3)cc2C2NC(=O)NC(C)=C2C(=O)OC)cc1 (stereo not drawn),-10.1%[76.3 µM]
COc1ccc(NC(=O)CSCc2ccc(C#N)cc2)c(OC)c1,3.3%[76.3 µM]
Cc1cc(C)c(NC(=O)C(=O)NCC(c2cccnc2)N2CCN(c3ccccc3F)CC2)c(C)c1 (stereo not drawn),0.3%[76.3 µM]
COc1cc(S(=O)(=O)NCc2ccccn2)ccc1Cl,20.9%[76.3 µM]
O=C(CN1C(=O)COc2ccc(S(=O)(=O)NC3CCCC3)cc21)NCc1ccc(Cl)cc1,12.1%[76.3 µM]
Cc1cccc(CNC(=O)CCCn2c(=O)c3cccn3c3ccc(F)cc32)c1,-5.0%[76.3 µM]
CN(C)/C=C/C(=O)c1ccc([N+](=O)[O-])c(CS(=O)(=O)c2ccccc2)c1,4.3%
CCOC(=O)c1cnc(N2CCN(c3ccccc3)CC2)[nH]c1=O,0.0%
CC(=O)Nc1ccc(CN2CCC(Oc3ccc(C(=O)N4CCCC4)cc3)CC2)cc1,0.6%[76.3 µM]
COc1ccc(C2=NS(=O)(=O)N(C)C(C(=O)Nc3ccc(OC(F)(F)F)cc3)=C2)cc1,-12.1%[76.3 µM]
Cc1cccc(NC(=O)c2ccc(S(=O)(=O)N3CCCCC3)cc2)c1,-10.8%[76.3 µM]
COc1cccc(CCc2nnc(N)s2)c1,-8.5%[76.3 µM]
Cc1ccc(C(C(=O)NC2CCCCC2)N(C(=O)c2csnn2)C2CC2)cc1 (stereo not drawn),2.0%
Cc1ccc(S(=O)(=O)c2nnn3c2nc(NCc2ccc4c(c2)OCO4)c2sccc23)cc1,-7.7%[76.3 µM]
O=C(NC(=S)NNC(=O)c1ccccc1O)c1ccc([N+](=O)[O-])cc1,-7.1%

# The final two records of the part above are carried over, then new ones follow:
SMILES,GAA glycogen
Cc1ccc(S(=O)(=O)c2nnn3c2nc(NCc2ccc4c(c2)OCO4)c2sccc23)cc1,-7.7%[76.3 µM]
O=C(NC(=S)NNC(=O)c1ccccc1O)c1ccc([N+](=O)[O-])cc1,-7.1%
CC(C)c1ccc(NC2CCCN(C(=O)c3cc(C(C)C)[nH]n3)C2)cc1 (stereo not drawn),9.1%[76.3 µM]
COC(=O)C1CCCCN1C(=O)c1cccc(OC2CCN(C(=O)C3CC3)CC2)c1 (stereo not drawn),0.2%[76.3 µM]
CCN1C(=NCc2ccc(OC)cc2)N[C@@H](c2ccccc2)[C@H](C(=O)OC)[C@H]1C,-1.6%[76.3 µM]
O=C(Nc1ccc2oc(-c3cccnc3)nc2c1)c1cccc(Br)c1,-11.6%[76.3 µM]
O=C(Nc1ccccc1Oc1cccnc1)C1CCCN(Cc2ccc(F)cc2)C1 (stereo not drawn),2.8%[76.3 µM]

# Source: PubChem
